# Screening data deposited in PubChem BioAssay by National Center for Advancing Translational Sciences (NCATS).
# KB-V1 MDR tox = kills drug-selected multidrug resistant KB-V1 cells; AID 1347076; KB-V1 MDR cells viability, CellTiter-Glo, 72 h; Potency, µM (highest dose often 46.1 µM), inactives show top-dose activity change, negative = cytotoxicity, hits mostly cytotoxic; actives 3.4% (n = 400,000); also: potency is read from the fitted curve at half-maximal effect; % is scaled to controls: 0 for no effect and ±100 for the full control effect; nearly all actives have a fitted effect of over 60% in size
#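 Cytotoxicity via CellTiter-Glo luminescence after 72 h compound exposure at 37 degrees C. Cells: drug-selected KB-V1 line, DMEM phenol-red free plus 10% FBS. Compounds tested at multiple concentrations; normalized data fitted to concentration-effect curves.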
# IL-1B inflam inh = blocks inflammasome-driven IL-1 beta release; THP-1 LPS/ATP IL-1B secretion, AlphaLISA, 16 h; stronger effect = lower value; activity change, % at 57.5 µM; actives 4.7% (n = 360,000); in the data active = activity change below about -50%; inconclusive = mostly about -30% to -49%; also: % is scaled to controls: 0 for no effect and ±100 for the full control effect
#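 Secreted IL-1B measured by AlphaLISA bead assay after 16 h compound exposure of THP-1 cells; compounds (final up to 57.5 uM) added 1 h before LPS (250 ng/mL) and ATP (1.25 mM) stimulation; lower signal means less secretion.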
# GLP1R cytotox = cytotoxicity in counter-screen for GLP-1R inverse agonists; HEK293 cAMP-luciferase reporter cells, luminescence, 24 h; Potency, µM (series often up to 38.3 µM), without a hit: top-dose activity change, negative = inhibition, actives largely listed as inhibitors; actives 0.13% (n = 410,000); AID 624418;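 also: loss of luciferase light is scored as toxicity; potency is read from the fitted curve at half-maximal effect; % is scaled to controls: 0 for no effect and ±100 for the full control effect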
#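 To flag toxic compounds, the library was rerun on cells for 24 hr at 37 deg C and 5% CO2. Viability-linked luminescence was captured 12 min after adding luciferase detection reagent.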
# MCF10A rereplic = DNA re-replication induction in MCF 10a cells | MCF 10A DNA re-replication, Hoechst nuclear intensity, 48 h | Potency, µM (top dose mostly 46.1 µM), inactives show top-dose activity, positive = re-replication, usual class: activators | actives 2.9% (n = 350,000) | AID 624296; also: potency is read from the fitted curve at half-maximal effect; % of control where 0% means no effect; nearly all actives have a fitted effect of over 50% in size
# DRD3 agonist = agonists of human D3 dopamine receptor | P35462 | D3R DiscoveRx beta-arrestin cells, luminescence, 90 min | max activation, % | actives 0.58% (n = 410,000) | AID 652048; in the data active = max activation above about 30%; also: 0% is about no effect; mostly tested at two doses, the higher about 12 µM
# Target sequence (P35462 whole entry, looked up): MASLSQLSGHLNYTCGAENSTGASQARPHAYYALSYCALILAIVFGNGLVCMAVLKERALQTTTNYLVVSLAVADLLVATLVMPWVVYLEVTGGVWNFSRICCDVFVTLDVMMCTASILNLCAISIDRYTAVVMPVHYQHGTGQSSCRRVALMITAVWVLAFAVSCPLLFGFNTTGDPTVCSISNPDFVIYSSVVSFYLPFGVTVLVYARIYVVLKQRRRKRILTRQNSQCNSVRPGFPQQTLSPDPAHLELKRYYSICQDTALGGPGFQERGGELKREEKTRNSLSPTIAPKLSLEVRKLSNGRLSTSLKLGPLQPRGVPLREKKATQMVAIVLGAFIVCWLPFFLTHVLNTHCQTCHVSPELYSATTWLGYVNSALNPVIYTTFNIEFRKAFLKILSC
#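 Agonist mode: compounds and dopamine controls were applied to plated cells for 90 min at 37 degrees C after an overnight attachment at 1500 cells/well. Luminescent read-out followed 30 - 60 minutes at room temperature with DiscoveRx detection reagent.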
# HT1080NT lethal = kills 2HG-producing HT-1080-NT fibrosarcoma cells; HT-1080-NT fibrosarcoma viability, CellTiter-Glo ATP luminescence, 48 h; Potency, µM (top dose mostly 46.1 µM), inactives show at the top dose activity, negative = less viability, usual class: cytotoxic; actives 1.6% (n = 360,000);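 also: NT is the 2HG producing partner of a matched IDH1 knockdown line; potency is read from the fitted curve at half-maximal effect; 0% = DMSO-treated cells and -100% = media-only wells without cells; nearly all actives have a fitted effect of over 55% in size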
#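 750 cells/well, RPMI + 5% FBS; 2 h settle, compound pin-transfer, 48 h at 37 degrees C. CellTiter-Glo 10 min RT, luminescence. Normalized to DMSO and media-only wells.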
# KB-3-1 cytotox = KB-3-1 parental cell cytotoxicity; actives 1.4% (n = 400,000); AID 1347075; Potency, µM (highest dose often 46.1 µM), inactives show top-dose activity change, negative = cytotoxic, most hits filed as cytotoxic; KB-3-1 viability, CellTiter-Glo ATP luminescence, 72 h; also: potency is read from the fitted curve at half-maximal effect; % is scaled to controls: 0 for no effect and ±100 for the full control effect; nearly all actives have a fitted effect of over 60% in size
#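 KB-3-1 parental drug-naive adenocarcinoma cells in DMEM/10% FBS, incubated 72 h at 37 C with pin-transferred compounds across a concentration series. Viability by CellTiter-Glo luminescence; concentration-response curves fitted after normalization.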
# HT1080 IDH1KD tx = toxicity to HT-1080 IDH1 knockdown cells (counter line); actives 2% (n = 360,000); Potency, µM (top dose mostly 46.1 µM), without a hit: top-dose activity, negative = toxicity, most hits filed as cytotoxic; HT-1080 IDH1 knockdown viability, ATP luminescence, 48 h; AID 686971;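 also: potency is read from the fitted curve at half-maximal effect; 0% = DMSO wells and -100% = cell-free medium wells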
#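 IDH1KD HT-1080 cells, 750/well, RPMI + 5% FBS; compound pinned after 2 h settling; 48 h, 37 °C; CellTiter-Glo luminescence; % activity normalised to DMSO and no-cell wells; curves fitted, classed by r2 and efficacy.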
# SW480 rerep = inducers of DNA re-replication in SW480 colon cancer cells; Potency, µM (doses to about 46.1 µM), for inactives: at the top dose re-replication activation, hits mostly activators; actives 1.8% (n = 340,000); SW480 DNA re-replication, Hoechst DNA content imaging, 48 h; also: potency is read from the fitted curve at half-maximal effect; % of control where 0% means no effect; nearly all actives have a fitted effect of over 55% in size
#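 DNA re-replication was detected as more nuclei of elevated Hoechst intensity after 48 hr exposure to compound (23 nL pinned per well of 250 cells).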
# * = called active by the depositor; ? = inconclusive; / = no result given; [ ] = another dose, or the depositor's remark. Unless noted, calls follow the shape of the dose curve; as a rule, active = well fitted curve in the direction sought with a large enough effect; inconclusive = small, poorly fitted or top-dose-only effect, or another doubt; inactive = no such curve, though single readings can be large; an effect the other way counts as inactive or inconclusive.
SMILES	KB-V1 MDR tox	IL-1B inflam inh	GLP1R cytotox	MCF10A rereplic	DRD3 agonist	HT1080NT lethal	KB-3-1 cytotox	HT1080 IDH1KD tx	SW480 rerep
O=C(Cn1c(=O)nc(-c2ccccc2)c2cc(Cl)ccc21)NCCCc1ccccc1	-26%	/	-15%	/	7	/	-14%	/	/
CCn1c(SCC(=O)Nc2cccc(NC(C)=O)c2)nnc1-c1ccco1	6%	-11	-1%	-4%	-12	0%	8%	2%	-11%
CCOC(=O)CNC(=O)c1sc(NC(=O)c2ccccc2F)nc1C	?	6	9%	-3%	9	-9%	-21%	-10%	-14%
Cc1cc(NC(=O)CN(C)S(=O)(=O)c2ccc3c(c2)CCC(=O)N3)ccc1Br	?	/	0%	/	-1	/	?	/	/
COc1ccccc1NC(=O)NNC(=O)C(C)Oc1ccc2ccccc2c1 (stereo not drawn)	10%	-10	-13%	4%	-1	16%	8%	1%	3%
CC1(c2nnnn2Cc2ccccc2)CCC(=O)N1C1CC1 (stereo not drawn)	-6%	17	-28%	/	-8	6%	7%	15%	/
CCN(c1ccccc1)S(=O)(=O)c1ccc(OC)c(NC(=O)c2cc(F)c(F)c(F)c2F)c1	2%	-8	-16%	16%	2	0%	10%	-2%	-14%
Cc1ccc(OCCn2cc(C#N)c3ccccc32)cc1	?	-22	15%	-15%	2	-21%	?	-15%	22%
O=C(c1ccc(F)cc1)N(Cc1cccs1)C1CCS(=O)(=O)C1 (stereo not drawn)	0%	-2	-2%	-3%	-3	-12%	-7%	-9%	-11%
Cc1nc([N+](=O)[O-])c(Br)n1CC(=O)c1ccccc1	0%	?	?	?	0	?	0%	?	?
Cc1ccc(Nc2nnc(SCC(=O)NC3CC3)s2)cc1	9%	12	-1%	1%	2	4%[9.24 µM]	6%	-2%	7%
COc1ccc(NC(=O)C2CCN(S(=O)(=O)c3ccc4[nH]c(=O)oc4c3)CC2)c(OC)c1	?	7	-1%	0%	13	-3%	11%	-2%	-16%
CCN1CCN(S(=O)(=O)c2ccc(Cl)c(C(=O)Nc3ccccc3N3CCCC3)c2)CC1	-6%	-25	3%	?	-17	6%	-5%	4%	6.5µM*
CC1CN(C(=O)c2ccccc2Nc2ccc(SC(F)F)cc2)CC(C)O1 (stereo not drawn)	?	0	11%	17%	6	21%	-7%	-11%	?
COc1ccc(NS(=O)(=O)c2cccc(C(=O)O)c2)cc1S(=O)(=O)N1CCCCC1	-15%	0	6%	2%	-3	2%	12%	-4%	-15%
Cc1ccc(CNC(=O)c2ccc(C#CC(C)(C)O)s2)cc1	?	0	-3%	8%	2	7%	-1%	13%	1%
CN(c1ccccc1)S(=O)(=O)c1ccc(NC(=S)NC(=O)c2ccccc2)cc1	?	11	19%	9%	-5	-2%	-20%	-9%[9.24 µM]	1%
CCN1CCN(C(=O)CN(c2ccc(C)cc2)S(C)(=O)=O)CC1	9%	6	14%	1%	-4	1%	2%	-1%	-8%
CSc1nc2ccccc2cc1/C=C(\C#N)c1cccc(C)c1	15µM*	-1	?	10µM*	-5	?	15µM*	5.2µM*	?
COc1ccccc1N1C(=O)CC(N(O)c2ccccc2)C1=O (stereo not drawn)	1%	/	6%	-16%	-5	8%	9%	-2%	-31%[inhibitor]

SMILES	KB-V1 MDR tox	IL-1B inflam inh	GLP1R cytotox	MCF10A rereplic	DRD3 agonist	HT1080NT lethal	KB-3-1 cytotox	HT1080 IDH1KD tx	SW480 rerep
C=CCN([C@@H](CC(C)C)C(=O)OC)S(=O)(=O)N(CC=C)[C@@H](CC(C)C)C(=O)OC	?	36	1%	0%	4	8%	?	-7%	0%
CC(C)CC(O)(c1ccccc1)C(CN1CCOCC1)c1ccccc1 (stereo not drawn)	-29%	-7	-12%	15%	-13	?	-19%	?	5%
CC1=CC(C)(C)N(C(=O)CSc2ncn[nH]2)c2ccc(C)cc21	-29%	-8	10%	22%	4	5%	-12%	-5%	1%
O=C1NCCN1c1ccc(CN2CCN(C3CCCCC3)C(CCO)C2)cc1 (stereo not drawn)	18%	-5	-6%[0.307 µM]	0%	-11	-2%	-1%	18%	-3%
C=CCc1ccc(O)c(-c2cc(CC=C)ccc2O)c1	-3%	14	-3%	?	2	7%	-6%	-8%	1%
COc1ccc(C)cc1N(C(=O)c1ccc(C#N)cc1)C1=NC(C)(C)CS1	-13%	2	2%	-2%	0	-3%	-4%	3%	1%
CC(=O)Nc1cccc(C(=O)OCC(=O)NC(=O)Cc2ccccc2)c1	4%	16	3%	1%	5	5%	1%	7%	-2%
O=C(NC1CCCc2ccccc21)C1CCN(S(=O)(=O)N2CCCCCC2)CC1 (stereo not drawn)	-2%	15	-6%	-4%	18	-7%	0%	-6%	-5%
COc1cc(NC(=O)Cn2c(=O)cc(C)c3c(C)nn(-c4ccc(C)cc4)c32)cc(OC)c1	-4%	/	14%	/	-16	/	-10%	/	/
Cc1nc2ccn(Cc3ccccc3)c(=O)c2cc1C(=O)Nc1ccc(F)cc1Cl	-2%	/	2%	/	2	/	3%	/	/
O=P(O)(O)c1ccccc1OCCOCCOc1ccccc1P(=O)(O)O	-2%	4	0%	22%	8	-5%	3%	2%	-3%
Fc1ccccc1C1c2[nH]c3ccccc3c2CCN1Cc1ccoc1 (stereo not drawn)	-9%	-9	4%	4%	0	-23%	5%	?	7%
CCc1cc2c(COC(=O)c3cccc(S(C)(=O)=O)c3)cc(=O)oc2cc1O	-27%	50	/	14%	9	?	16%	-14%	15%
Cc1cccc(NC(=O)COC(=O)c2ccccc2SCC(=O)N2CCCC2)c1	-22%	8	2%	5%	1	-2%	1%	-5%	-4%
CN(C)C(C)(C)C#CC(O)(c1ccccc1)c1ccccc1	-32%	0	-6%	?	0	-7%	?	-7%	-23%
Cc1cc(C)n2c(SCC(=O)Nc3ccc(F)cc3F)nnc2n1	-1%	-2	5%[0.307 µM]	1%	5	30%	-14%	22%	6%
Cc1cccc(C2NC(=O)c3ccccc3O2)c1 (stereo not drawn)	-2%	-19	-12%	-2%	3	3%	2%	10%	-3%[9.22 µM]
Cc1noc(C)c1S(=O)(=O)N1CCCC(C(=O)NCc2ccccn2)C1 (stereo not drawn)	4%	-3	-11%	25%	-2	2%	-3%	5%	-5%
CC(C)C(C)NC(=O)CN1C(=O)NC(C)(c2ccc3ccccc3c2)C1=O (stereo not drawn)	-2%	-13	-12%	5%	-3	2%	?	-11%	6%
CS(=O)(=O)Nc1cccc(-c2ccc3nncn3c2)c1	4%	59	-7%	/	2	?	0%	10%	/

SMILES	KB-V1 MDR tox	IL-1B inflam inh	GLP1R cytotox	MCF10A rereplic	DRD3 agonist	HT1080NT lethal	KB-3-1 cytotox	HT1080 IDH1KD tx	SW480 rerep
O=C(CNC(=O)c1ccc(Cl)cc1)OCC(=O)N1CCCC1	7%	6	21%	-1%	4	5%	7%	14%	-6%
FC(F)(F)c1cccc(NC(=S)Nc2ccc(Cl)cc2Cl)c1	-4%	-71*	-27%	6%	3	?	1%	?	3%
CC1(OC(=O)C2CCCC2)C(=O)C=C2C=C(c3ccsc3)N(C(CO)CO)C=C2C1=O (stereo not drawn)	-4%	21	1%	2%	-8	10%	3%	4%	0%
Cc1onc(-c2c(Cl)cccc2Cl)c1C(=O)Nc1ccc(Cl)cn1	-22%	-3	13%	12%	-15	1%	-23%	-22%	-3%
CSc1ccc(/C=C/C(=O)c2ccc(NC(C)=O)cc2)cc1	-2%	?	9%	?	-19	-20%	?	-26%	?
CCCCn1c(N)c(N(CCC(C)C)C(=O)CSc2nncn2-c2ccccc2)c(=O)[nH]c1=O	-7%	-11	-27%	5%	1	1%	-6%	2%	-20%
O=C(COc1ccccc1Cl)Nc1ccc(NC(=O)c2ccco2)cc1	-21%	-59*	2%	1%	15	9%	-2%	6%	-3%
CC(NC(=O)C1=CC=CN2CCS(=O)(=O)N=C12)c1ccc(Cl)c(Cl)c1 (stereo not drawn)	3%	-4	-1%	2%	-4	-23%	1%	-27%	-1%
COc1cccc(CNc2ccc([N+](=O)[O-])c(NCC(=O)O)n2)c1	-2%	-17	?	-42%[inhibitor]	-5	-2%	-1%	-2%	-4%
C[C@H](CO)N1C[C@H](C)[C@@H](CN(C)S(=O)(=O)c2ccc(-c3ccccc3)cc2)OCc2cn(nn2)CCCC1=O	-9%	16	-3%	/	3	10%	20%	9%	/
CCN(Cc1cccs1)C(=O)c1cccc(S(=O)(=O)N2CCN(C)CC2)c1	/	8	13%	-1%	-17	0%	/	-4%	-9%
Cc1ccc(CNC(=O)CN2C(=O)C3(SCC(=O)N3c3ccc(F)cc3)c3ccccc32)cc1 (stereo not drawn)	-28%	/	-6%	/	6	/	1%	/	/
Cc1ccc(C)c(-n2c(=O)c(C#N)cc3c(=O)n4ccccc4nc32)c1	?	-9	405%[activator]	?	1	-4%	-11%	6%	4%
COc1ccc(S(=O)(=O)N2CCOCC2)cc1NC(=O)CO/N=C/c1ccccc1OC(F)F	?	?	-8%	30%	-6	0%	5%	-2%	?
CCOc1ccc(-c2nnc(SCC(=O)Nc3cccc(C#N)c3)o2)cc1	5%	/	1%	/	-9	/	0%	/	/
COc1ccc(NC(=O)CN(C)C(=O)c2ccc(=O)[nH]c2)cc1	25%	-2	7%	0%	-3	-1%	2%	1%	-3%
COc1ccc(/C=C2\SC(=O)N(CCCC(=O)Nc3ccc(C(=O)O)cc3)C2=O)cc1	23%	0	4%	/	-4	-4%	-2%	-2%	/
COc1ccc2c(c1)OC13CCCCC1C2C(C(=O)c1ccccc1)C(=O)N3 (stereo not drawn)	1%	8	-3%	-1%	-5	16%	0%	7%	1%
O=C(NNc1nc2ccccc2s1)Nc1ccc(F)cc1	-3%	-9	-20%	?	1	-1%	2%	0%	-1%
